b-catenin transl – modulators of beta-catenin nuclear translocation; HeLa beta-catenin nuclear translocation, immunofluorescence imaging; hit rate 0.3% among 190,000; nuclear translocation activity, % at 5 µM; AID 1665;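 active means nuclear translocation activity above 50% at 5 µM, with a well cell count of 50 or more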;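 further: per-cell ratio of nuclear to cytoplasmic median beta-catenin stain intensity; plate controls were DMSO negative control for no effect and GSK-3 inhibitor IX positive control for full effect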
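Test system: HeLa cells, endogenous beta-catenin; Compound: single 5 µM dose plus 0.02–20 µM confirmation series; Times: compound exposure 24 h at 37°C; Signal: fluorescence imaging of beta-catenin antibody stain plus DAPI; Read-out: % activation, nuclear-to-cytoplasmic median beta-catenin signal ratio per cell.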
Dynein transport – dynein cargo transport inhibition; hit rate 0.47% among 220,000; 3617.4 mouse cells, GR-EGFP nuclear translocation imaging; test concentration mostly 20 µM; stimulated with dexamethasone, 1 µM; stronger effect = lower value; z-score, hits read low; AID 1381;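 active means plate z-score of nuclear minus cytoplasmic receptor signal below a set negative limit, without overly bright fluorescence or cell loss, cut at about -3.5 in these data, passing the limit was not always enough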;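 further: z-score of nuclear minus cytoplasmic ring GR-EGFP intensity difference per well; some compounds called inactive have numbers as strong as hits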
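Buffer or medium: Induction medium lacking tetracycline, stripped serum | Also added: Dexamethasone agonist, 1.0 µM final, for 30 min | Timing: 48 h induction, 1 h compound, 30 min dex at 37 °C | Detection: Formaldehyde fixation, Hoechst nuclear stain, 10x automated fluorescence imaging | Measure: Nuclear versus cytoplasmic GR-EGFP signal, averaged per well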
MT stabilizer – stabilizes microtubules in HeLa cells; HeLa tubulin immunostaining HCS, 24 h; share of cells brighter than vehicle mean+2SD; % tubulin-high responders, % at 10 µM; hit rate 0.83% among 200,000; AID 2205;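 active means plate Z-score above 3 for both tubulin-high and condensed-nucleus cell shares, with cell loss under 80%, at 10 µM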;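 further: anti alpha tubulin signal scored within the nucleus-defined area of each cell; some results filed as inactive read as strong as hits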
Salmonella PhoP GFP – PhoP-dependent GFP reporter repression – Salmonella Typhimurium, primary screen (AID 1863); S. Typhimurium PhoP-regulated promoter GFP reporter, 4 h; higher % means a stronger effect; one-dose inhibition, % at 50 µM; IC50 in µM for titrated hits; hit rate 0.16% among 300,000;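 active means inhibition over 29.93%, a cutoff 3 SD above the screen mean, later confirmed by dose response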;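 further: 0% = low Mg2+ inducing control and 100% = high Mg2+ repressing control; strong numbers were not always called active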
Lipid droplet – hepatic lipid droplet formation modulation; AML12 mouse hepatocytes, oleate lipid droplets, BODIPY imaging; inhibition, % at 6.5 µM; hit rate 0.4% among 240,000;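 active means lipid droplet intensity inhibited by at least 50%, with more than 500 cells counted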
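material = mouse AML12 hepatocyte cell line, fixed after treatment | also added = 100 µM oleic acid challenge | doses = compound at 6.5 µM only | schedule = overnight exposure | technique = Image-based BODIPY and DAPI two-channel analysis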
T cell HTS – modulates CD8 T cell binding to vesicles; 2C CD8+ T cell-vesicle binding, flow cytometry; stronger effect = lower value; calls only at 7 µM; hit rate 0.068% among 330,000; AID 2052;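 active means response, share of CD8 T cells binding vesicles, and their 90th percentile fluorescence all below set limits, cut at about 80% in these data, passing the limit was not always enough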
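Assay system: 2C TCR transgenic mouse naive CD8+ T cells, MACS-purified | Read-out: CD8+ gate FL2 mean fluorescence as % of same-row positive control | Signal: High-throughput flow cytometry with anti-B7-1 and anti-CD8 staining | Timing: Binding step 1.5 h, 37 °C, antibody labelling 20 min, ice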
ER stress rescue – rescue of cells from ER stress-induced death, primary screen, 384-well, CSM14.1, thapsigargin, ATP luminescence (AID 1222). CSM14.1 thapsigargin-induced death rescue, ATP luminescence; higher % means a stronger effect. one-dose cellular ATP content (survival), % at 20 µM; EC50 in µM for titrated hits. 190,000 tested, under 10 active;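 active means EC50 below 50 µM in the dose-response confirmation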;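 further: death triggered by thapsigargin at about 15 µM added after 2 h compound pretreatment; cell ATP read after overnight thapsigargin exposure of roughly 18 to 22 hours; normalized against plate controls of thapsigargin alone and 5% DMSO vehicle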
Insulin prom up – MIN6 insulin promoter up-regulation; MIN6 insulin promoter-GFP reporter, high-content imaging; stronger effect = higher value; z-score at 5 µM; hit rate 0.3% among 190,000; AID 1625;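 active means z-score above 3 at 5 µM with at least 500 cells counted in the well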
Autophagy HCS – alters autophagy in cells | hit rate 0.98% among 190,000 | MEF GFP-LC3 puncta imaging; test concentration mostly 10 µM | AID 463193 | calls only at 10 µM (by protocol);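 active means percentage of spot-positive cells more than 3 SD above its plate mean, without a fluorescence outlier flag or 80% toxicity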;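 further: spot-positive cell cutoff set from DMSO-treated cells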
Dynein transport cytoplasmic EGFP – recorded beside Dynein transport, whose call it bears; z-score; measured here: cytoplasmic GR-EGFP intensity; stronger effect = higher value
Dynein transport nuclear GR-EGFP – further read-out of Dynein transport, marked with its call; z-score; measured here: nuclear GR-EGFP intensity;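 lower value marks the stronger effect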
Dynein transport cell count – recorded beside Dynein transport, whose call it bears; z-score; measured here: cell count per field
Insulin prom up cell count – recorded beside Insulin prom up, whose call it bears; cell count; measured here: cytotoxicity, nuclei count;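 total cells summed across four imaged fields per well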
Lipid droplet cells 6.5 µM – further read-out of Lipid droplet, marked with its call; cell count; measured here: cell count, cytotoxicity flag;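 cells counted across two imaged fields per well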
b-catenin transl cell count 5 µM – also measured in b-catenin transl; calls as there; cell count; measured here: cell count, cytotoxicity flag
T cell HTS vesicle-bound % – further read-out of T cell HTS, marked with its call; double positive events, %; measured here: CD8+ vesicle-bound cell fraction;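 binding gate set so that unloaded-vesicle control wells show 10% double positive cells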
MT stabilizer Hoechst-high % – also measured in MT stabilizer; calls as there; % Hoechst-high responders; measured here: nuclear condensation Hoechst responders;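 share of cells brighter than vehicle mean plus two SD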
MT stabilizer cytotoxicity % – also measured in MT stabilizer; calls as there; toxicity, %; measured here: cytotoxicity by cell density;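 0% = mean cell density of plate MIN control wells and 100% = no cells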
Autophagy HCS cell loss 18 h – further read-out of Autophagy HCS, marked with its call; toxicity, %; measured here: cell loss, nuclei count;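 cell loss after 18 h compound exposure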
* marks the source's active call; other numbers are inactive results; i = inactive; . = not tested or not shown.

item	compound	Lipid droplet cells 6.5 µM	MT stabilizer Hoechst-high %	Salmonella PhoP GFP	b-catenin transl cell count 5 µM	Autophagy HCS cell loss 18 h	Dynein transport cell count	Insulin prom up cell count	T cell HTS vesicle-bound %	Dynein transport cytoplasmic EGFP	ER stress rescue	MT stabilizer cytotoxicity %	T cell HTS	Dynein transport nuclear GR-EGFP	MT stabilizer	Dynein transport	Insulin prom up	Lipid droplet	b-catenin transl	Autophagy HCS
1	CN1C(=O)/C(=N\OC(=O)c2cccc3ccccc23)c2ccccc21	.	2.5	-11%	1263	7	0.49	1533	25	0.12	-8.0%	1.1	i	-1.3	1.6	-1.9	0.32	.	5.3	i
2	CN(C)c1ccc(C2CC(=O)OC3=C2C(=O)CC(C)(C)C3)cc1 (stereo unspecified)	726	2.3	2%	1144	-19	-0.68	1339	54	-0.13	-0.6%	4.2	i	-0.41	2.5	-0.7	-0.17	0	-1.0	i
3	COc1ccc(CCNC(=O)C2CCN(S(C)(=O)=O)CC2)cc1OC	721	0.3	-1%	990	-2	-0.037	1686	40	-0.17	-2.4%	19	i	0.24	1.9	-0.26	-0.19	12	2.3	i
4	CCCn1c(SCC(=O)Nc2nc3ccccc3s2)nc2c1c(=O)n(C)c(=O)n2C	783	1.1	-8%	1148	-15	0.57	765	24	-0.06	1.0%	5.0	i	0.039	3.2	-0.32	-0.14	1	3.9	i
5	CN(C(=O)c1coc(=O)c2ccccc12)c1ccc(F)cc1	.	3.2	-5%	1402	51	0.91	1596	51	-0.37	-0.6%	13	i	-0.15	4.6	0.44	0.67	.	2.3	i
6	COC(=O)c1ccc(-n2c(C)cc(/C=N/Nc3nc(C)cc(=O)[nH]3)c2C)cc1	651	.	10%	1386	.	-0.98	825	22	-0.22	.	.	i	0.96	.	0.25	-0.41	-10	0.5	.
7	Cc1cc(/C=N/NC(=O)c2cccs2)c(C)n1-c1ccccc1	711	1.1	-7%	.	-20	1.3	902	24	-0.28	-2.6%	13	i	0.34	3.0	0.12	0.11	0	.	i
8	Cc1ccc(SCC2=NNC(=O)C2)cc1	.	1.3	9%	1394	0	-2.4	1592	20	0.15	0.8%	0.9	i	0.97	2.0	2.6	-0.19	.	1.5	i
9	CCCCNc1nc2cccnc2s1	.	.	4%	1314	.	0.16	989	39	-0.22	.	.	i	0.25	.	-0.33	-0.1	.	0.7	.
10	Brc1ccc(Nc2c3c(nc4ncnn24)CCC3)cc1	751	3.8	-6%	1120	-5	0.54	.	12	-0.24	2.6%	3.0	i	-0.14	4.4	-0.25	.	-14	-0.8	i

Part of the list above, limited to T cell HTS vesicle-bound %.
item | SMILES | T cell HTS vesicle-bound %
3 | COc1ccc(CCNC(=O)C2CCN(S(C)(=O)=O)CC2)cc1OC | 40
1 | CN1C(=O)/C(=N\OC(=O)c2cccc3ccccc23)c2ccccc21 | 25

Other results follow.
item	compound	Lipid droplet cells 6.5 µM	MT stabilizer Hoechst-high %	Salmonella PhoP GFP	b-catenin transl cell count 5 µM	Autophagy HCS cell loss 18 h	Dynein transport cell count	Insulin prom up cell count	T cell HTS vesicle-bound %	Dynein transport cytoplasmic EGFP	ER stress rescue	MT stabilizer cytotoxicity %	T cell HTS	Dynein transport nuclear GR-EGFP	MT stabilizer	Dynein transport	Insulin prom up	Lipid droplet	b-catenin transl	Autophagy HCS
11	O=C(Nc1cc(C(F)(F)F)ccc1Cl)C(NCc1ccccc1)c1ccccc1 (stereo unspecified)	633	2.4	38%	.	-9	-0.012	1231	0	-0.27	-2.1%	2.2	i	-0.16	2.4	0.35	-1.2	25	.	i
12	CCN(CC)c1nc(N(CC)CC)[nH]c(=O)n1	.	1.5	.	.	-2	-0.16	.	49	-0.23	.	8.9	i	-0.31	2.6	-1.2	.	.	.	i
13	CC1(CCc2ccccc2)NC(=O)N(CC(=O)Nc2ccccc2)C1=O (stereo unspecified)	667	.	-6%	1344	.	-0.22	1019	26	-0.25	.	.	i	0.49	.	-0.57	-0.02	26	-0.2	.
14	CN1C(=O)C(O)(CC(=O)/C=C\c2ccc3c(c2)OCO3)c2ccccc21 (stereo unspecified)	670	2.5	5%	1425	-5	0.84*	1459	65	0.34*	0.9%	2.9	i	-2.1*	2.4	-4.6*	-0.05	0	1.3	i
15	Cc1ccc(C(=O)NCCOC23CC4CC(CC(C4)C2)C3)cc1	.	1.4	1%	1340	-16	-0.27	1066	34	-0.24	-1.9%	6.0	i	-0.09	4.6	0.74	-1.1	.	0.4	i
16	O=C(CSc1nnnn1-c1ccccc1)Nc1ncc(Cc2cc(Cl)ccc2Cl)s1	.	1.7	-5%	1409	-28	1.7	1263	24	-0.16	-0.2%	4.5	i	-0.44	2.6	-0.65	-0.29	.	-1.4	i
17	CC(=O)/C(=C/c1ccc(N(C)C)cc1)C(=O)c1ccccc1	673	2.3	1%	575	26	-0.53	1288	38	-0.17	-0.6%	5.3	i	0.16	5.1	-0.009	-0.12	2	1.3	i
18	CC(=O)N1CCN(C(=S)NC(=O)c2c(-c3ccccc3Cl)noc2C)CC1	624	2.7	0%	1009	7	0.34	1195	47	-0.36	-2.3%	5.1	i	0.2	2.6	-0.15	-1.4	1	1.0	i
19	CN(c1ccc(S(=O)(=O)N2CCOCC2)cn1)C1CCCCC1	.	2.3	6%	951	-29	0.5	1333	44	-0.17	2.4%	6.3	i	0.89	3.5	0.074	-0.37	.	-2.9	i
20	Cc1cc2nc(CO)[nH]c2cc1C	653	.	-6%	1332	.	-0.64	1064	48	-0.71	.	.	i	0.24	.	0.074	0.47	11	0.2	.

(continued)
item	compound	Lipid droplet cells 6.5 µM	MT stabilizer Hoechst-high %	Salmonella PhoP GFP	b-catenin transl cell count 5 µM	Autophagy HCS cell loss 18 h	Dynein transport cell count	Insulin prom up cell count	T cell HTS vesicle-bound %	Dynein transport cytoplasmic EGFP	ER stress rescue	MT stabilizer cytotoxicity %	T cell HTS	Dynein transport nuclear GR-EGFP	MT stabilizer	Dynein transport	Insulin prom up	Lipid droplet	b-catenin transl	Autophagy HCS
21	Cc1ccccc1C(=O)O/N=C(\N)c1cccc([N+](=O)[O-])c1	.	1.5	-17%	1271	8	0.45	1589	26	-0.19	-1.3%	6.2	i	-0.39	2.1	-0.32	-0.44	.	0.0	i
22	CC(=O)NC(Cc1ccccc1)C(=O)NC1CCN(C(=O)c2ccc([N+](=O)[O-])cc2)CC1 (stereo unspecified)	506	3.5	-9%	1130	-11	2	1540	34	-0.26	-0.8%	1.0	i	-0.41	4.1	-0.73	-0.02	3	-2.4	i
23	COc1cc2c(cc1Cl)C(=O)C(F)(c1ccccc1)C(=O)N2 (stereo unspecified)	769	.	-7%	1366	.	-0.19	1317	20	-0.27	.	.	i	-0.11	.	0.23	0.56	-4	-1.9	.
24	Fc1ccccc1/C=C1\CCCC2=C1Nc1ncnn1C2c1ccccc1F (stereo unspecified)	814	2.2	24%	.	-4	0.76*	.	58	0.92*	5.4%	5.1	i	-1.5*	2.6	-4.1*	.	3	.	i
25	O=C1NC2(CCCCC2)N=C1c1ccc(Br)cc1	797	1.8	3%	1106	7	0.12	945	6	-0.15	2.1%	3.4	i	0.35	4.1	0.075	-0.03	5	-2.1	i
26	Cc1cccc(C(=O)Nc2cccc(C(=O)N/N=C/c3ccncc3)c2)c1	596	2.7	5%	1128	12	-0.16	.	55	-0.028	2.1%	8.9	i	0.81	1.7	1.4	.	-7	-1.6	i
27	CCOC(=O)c1c(C)n(-c2ccc(C)cc2)c2ccc(OCC(O)CNCCCO)cc12 (stereo unspecified)	732	1.9	-3%	408	12	-3.6	.	29	1.3	0.1%	8.1	i	3.2	3.3	3.5	.	-4	5.3	i
28	O=C(c1nn(-c2ccccc2)c(=O)c2ccccc12)N1CCN(c2ccccn2)CC1	.	1.8	-2%	1310	6	-0.11	1354	16	-0.22	-0.1%	8.3	i	0.93	2.6	0.13	0.05	.	-1.7	i
29	Cc1ccc(-c2nnn(CC(=O)N(CC(=O)NC3CCCC3)c3ccc(F)c(Cl)c3)n2)o1	.	1.5	4%	555	-1	-0.099	1333	21	-0.24	-2.6%	2.2	i	-0.6	3.6	-0.35	0.69	.	-1.5	i
30	CN(C)Cc1nc2ccccc2c(=O)n1CC#N	701	1.7	-5%	1081	13	-0.3	1106	44	-0.084	-0.6%	6.8	i	0.63	2.6	0.95	1.7	-3	0.6	i

An unsorted share of the library; about 3% have a hit in one of these screens.
